ADAM10 inh – inhibits human ADAM10. O14672. recombinant ADAM10, EDANS/DABCYL FRET peptide cleavage, 3 h. inhibition, % at 7 µM. actives 0.62% (n = 370,000). AID 720582;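 active means inhibition above a per-campaign cutoff equal to the mean of compounds falling between control-based bounds plus 3 SD, cut at about 20% in these data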;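 further: 0% = DMSO wells while the 100% control is not disclosed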
Target sequence (O14672 214-748 limits assumed): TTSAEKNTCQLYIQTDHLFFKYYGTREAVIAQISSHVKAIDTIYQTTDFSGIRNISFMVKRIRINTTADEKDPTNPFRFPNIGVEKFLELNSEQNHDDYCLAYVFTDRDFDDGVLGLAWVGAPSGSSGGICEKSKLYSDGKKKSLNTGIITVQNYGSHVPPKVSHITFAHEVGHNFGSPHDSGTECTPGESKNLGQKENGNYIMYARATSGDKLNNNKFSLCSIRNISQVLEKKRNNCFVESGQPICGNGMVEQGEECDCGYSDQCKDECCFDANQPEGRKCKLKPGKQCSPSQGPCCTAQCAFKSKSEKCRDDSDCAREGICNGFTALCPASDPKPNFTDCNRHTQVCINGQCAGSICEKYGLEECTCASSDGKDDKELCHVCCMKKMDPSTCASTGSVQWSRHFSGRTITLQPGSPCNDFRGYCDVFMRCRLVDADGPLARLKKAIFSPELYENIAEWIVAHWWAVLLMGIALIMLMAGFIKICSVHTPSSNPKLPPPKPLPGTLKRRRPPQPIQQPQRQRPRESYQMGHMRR
SMARCA2 activ – activators of SMARCA2 function. MG213 cells, MMTV-luciferase reporter, dexamethasone, overnight. activation, % at 9.1 µM. actives 1% (n = 370,000); in the data active means activation above about 7.8%;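 further: 0% = vehicle wells and 100% = reference activator wells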
DAX1 inh-1 – inhibits human nuclear receptor DAX1. HEK293 Gal4-DAX1 luciferase reporter, luminescence. inhibition, % at 6.75 µM. actives 0.99% (n = 340,000). AID 504766;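 active means inhibition above the mean over all tested compounds plus 3 SD, cut at about 4.2% in these data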;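 further: 0% = DAX1-transfected cells with DMSO and 100% = empty-vector control cells with DMSO; inhibition shows as a rise in luminescence from relieved DAX1 repression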
hcDAF-12 act – activates DAF-12 receptor from parasite H. contortus | HEK293 hcDAF-12 lit1-tk-luc reporter, luminescence; 0% DMSO, 100% Δ7-dafachronic acid | activation, % at 6.8 µM | actives 1.4% (n = 370,000) | AID 652067;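 active means activation above the mean of all tested compounds plus 3 SD, cut at about 5.5% in these data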;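 further: 100% = response to 3 µM Δ7-dafachronic acid high control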
hgDAF-12 ag – hgDAF-12 agonism, primary luciferase screen. HEK293 GAL4-hgDAF12 UAS-luciferase reporter, agonist luminescence; normalized to butyrate control. actives 1.8% (n = 370,000). activation, % at 6.8 µM;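 active means activation above a cutoff set at the mean of all screened compounds plus 3 SD, cut at about 10% in these data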;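 further: 0% = DMSO wells and 100% = sodium butyrate wells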
HGIII-sPLA2 inh – Blocks human group III sPLA2 activity; Q9NZ20; QFRET BODIPY PC-A2 liposome hydrolysis, fluorescence; inhibition, % at 12.2 µM; actives 0.56% (n = 370,000); AID 743126;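 active means inhibition above mean plus 3 SD of compounds lying within the high and low control bounds, cut at about 19% in these data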;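 further: 0% = median of test compound wells and 100% = no enzyme DMSO wells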
Target sequence (Q9NZ20 whole entry, looked up): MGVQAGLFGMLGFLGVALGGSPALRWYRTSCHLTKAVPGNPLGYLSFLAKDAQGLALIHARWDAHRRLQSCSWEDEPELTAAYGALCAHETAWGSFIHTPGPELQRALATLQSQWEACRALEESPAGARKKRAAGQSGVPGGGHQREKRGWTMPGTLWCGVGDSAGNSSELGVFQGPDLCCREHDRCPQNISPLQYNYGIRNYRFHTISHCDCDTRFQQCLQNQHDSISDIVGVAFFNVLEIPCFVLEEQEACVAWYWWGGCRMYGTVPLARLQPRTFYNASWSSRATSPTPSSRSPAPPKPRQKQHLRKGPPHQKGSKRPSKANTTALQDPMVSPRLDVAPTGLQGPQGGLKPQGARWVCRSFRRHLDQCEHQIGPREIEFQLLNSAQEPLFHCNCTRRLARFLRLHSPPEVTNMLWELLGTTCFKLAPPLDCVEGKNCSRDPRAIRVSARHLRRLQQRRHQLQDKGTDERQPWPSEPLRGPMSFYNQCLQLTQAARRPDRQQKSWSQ
NPR1 activator – GC-A (human) enzyme activation; activation, % at 10 µM; HEK293 GC-A cells, cGMP TR-FRET, EC30 ANP; 0% at EC30 ANP, 100% saturating ANP; AID 1671463; actives 0.14% (n = 370,000); in the data active means activation above about 40%
DAX1 inh-2 – inhibitors of DAX1 repression of SF-1 activated StAR promoter; inhibition, % at 6.8 µM; actives 1.1% (n = 370,000); AID 652010; HEK293T StAR-luciferase reporter, SF-1/DAX-1 repression relief;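 active means inhibition above the mean over all tested compounds plus 3 SD, cut at about 3.6% in these data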;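 further: 0% = DAX-1 cells with DMSO and 100% = cells lacking DAX-1 with DMSO; higher inhibition means more luminescence from relief of DAX-1 repression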
FXN GAA850 act – increases GAA850 frataxin promoter reporter activity; AID 540364; activation, % at 6 µM; HEK293 lucGAA850 FXN promoter luciferase reporter, 24 h; percent of 10 µM SAHA response; actives 0.56% (n = 360,000);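 active means activation above the average of all compounds screened plus 3 SD, cutoff fixed separately per campaign, cut at about 7.5% in these data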;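 further: 0% = DMSO wells and 100% = 10 µM SAHA wells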
NPR2 activator – GC-B (human) receptor activation. P20594. HEK293-GC-B cells, CNP EC30, cGMP TR-FRET; 0% at EC30 CNP, 100% saturating CNP. activation, % at 10 µM. actives 0.11% (n = 370,000). AID 1920062;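 active means activation at 10 µM reaching about 35% in either raw or pattern-adjusted values, limit read from the data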
ssDAF12 agonist – activators of S. stercoralis DAF-12 nuclear receptor; HEK293 ssDAF-12/GRIP1 lit1-tk-luc reporter, luminescence; % of 3 µM dafachronic acid response; activation, % at 6.8 µM; actives 1% (n = 370,000);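 active means activation above the mean over all tested compounds plus 3 SD, cut at about 0.9% in these data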;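 further: 0% = DMSO-only wells and 100% = 3 µM delta7-dafachronic acid wells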
An asterisk follows results filed as active; / = no result given.

SMILES	ADAM10 inh	SMARCA2 activ	DAX1 inh-1	hcDAF-12 act	hgDAF-12 ag	HGIII-sPLA2 inh	NPR1 activator	DAX1 inh-2	FXN GAA850 act	NPR2 activator	ssDAF12 agonist
CC1(C)SCC2C(=O)N3C(CSC3(C)C)C(=O)N21 (centres undefined)	3	-2	0.6	-1.4	2.5	6	-4	0.1	1.8	-3	-0.8
CC(=O)Nc1ccc(NC(=O)c2ccccc2S(=O)(=O)c2ccc([N+](=O)[O-])cc2)cc1	3	0	-0.6	-0.8	-4.0	-4	1	-0.4	1.0	4	-1.0
CSc1nc(C)c(CCOC(=O)c2cccc(Cl)c2)c(=O)[nH]1	2	-1	-0.3	-2.9	1.9	2	5	-0.7	3.0	-10	-0.8
c1ccc(-n2nnnc2OCCOc2nnnn2-c2ccccc2)cc1	6	-3	0.3	-2.3	-1.0	7	-5	1.2	-0.4	-6	-1.1
CC(C)c1ccc(NC(=O)C2CCN(S(=O)(=O)c3ccc4c(c3)NC(=O)CO4)CC2)cc1	2	-3	-0.4	-3.1	-4.8	-21	-4	-0.5	-2.3	-4	-1.6
NC1=NC(=O)C2(COC(c3ccccc3Cl)OC2)S1 (centres undefined)	4	-3	0.7	-0.8	-1.1	4	3	-0.7	0.8	-4	-1.1
COc1cc(C(=O)NCc2nnc(SCC(=O)c3ccc(Cl)cc3)o2)cc(OC)c1OC	6	-1	-0.1	-0.9	-1.4	-54	-7	-0.3	-0.9	-8	-0.8
CCCCN(C)C(=O)c1nc2ccccn2c1CN1CCN(c2ncccn2)CC1	-2	1	1.1	0.2	-2.8	1	1	0.1	3.5	0	-1.2
O=C(CSc1nnc(CNc2ccc(F)cc2)n1CC1CCCO1)N1CCOCC1 (centres undefined)	0	0	-1.0	2.1	-1.8	2	-1	0.2	-0.8	-2	-1.6
CCCCCOC(=O)Cn1c(=O)oc2ccc(C)cc21	-2	3	1.1	0.7	-0.6	3	2	-0.1	2.0	-3	-1.1
CON(c1nc(Cl)nc(N(C)C)n1)S(=O)(=O)c1ccccc1Cl	-4	0	0.5	-0.3	-1.0	5	-1	-0.4	-1.4	3	-1.7
COc1cccc(NC(=O)Cc2nnc(SCCOc3ccccc3)n2C)c1	8	0	-0.7	-0.3	-1.6	-14	-1	-1.3	0.6	0	-1.5
Cn1c2c(c(=O)c3ccccc31)CCCC2	-33	-3	-0.4	0.2	-0.1	4	1	-0.1	2.2	14	-1.0
CCc1nc2ccc(C(=O)NCCc3ccccc3OC)cc2nc1CC	6	2	0.1	-2.7	1.2	0	6	-2.4	-0.9	10	-1.5
C[C@@H]1ON(C)[C@H]2C[C@H]3c4[nH]c5c(-c6ccccc6F)cccc5c4CCN3C(=O)[C@@H]12	-215	0	/	-2.3	1.7	-16	-3	-0.4	/	1	-1.5
COC(=O)C1=NN(c2ccccc2)C2(S1)SC(C(C)=O)=C(C)N2c1ccccc1 (centres undefined)	-2	-3	1.2	-1.6	-1.5	5	-26	-0.2	-1.7	-12	-1.2
NC(N)=NS(=O)(=O)c1ccc(NC(=S)NC(=O)c2ccc3c(c2)OCO3)cc1	-9	-4	2.8	-0.6	0.1	3	2	-0.1	2.1	5	-1.1
Cc1ccc(C(=O)Cn2c(C(=O)O)cc3ccccc32)cc1	-1	1	1.2	5.3	0.4	-4	0	0.4	1.7	3	0.2
O=S(=O)(N1CCOCC1)n1nnc2ccccc21	-6	-1	-0.4	-0.9	4.8	-1	-2	0.1	0.5	3	-1.9
CN1C(C(=O)NCc2ccccc2)CC2Cn3c(nc4ccccc43)C21 (centres undefined)	-11	1	1.9	-2.1	1.6	3	-1	-0.2	-0.1	6	-0.8
COCCn1c(SCC(=O)Nc2nc(C)cs2)nnc1C(C)C	-4	-2	0.4	-1.5	-2.3	-3	0	-0.1	1.8	5	-0.8
CCN(CC)c1ccc(C(=O)OCC(=O)Nc2cc3oc4ccccc4c3cc2OC)cc1	-1	-2	1.3	-1.2	0.1	6	5	-0.2	0.5	3	-1.2
N/C(Cc1cccs1)=N\OC(=O)COc1ccc(Br)cc1	2	4	0.8	0.0	3.0	-8	1	0.5	2.0	-1	-1.3
CCCCN1CC(CO)Oc2cccc(F)c2S1(=O)=O (centres undefined)	-8	-1	1.4	-0.7	-1.0	5	0	0.6	1.2	1	-1.0
O=C(CCNS(=O)(=O)c1ccc2[nH]c(=O)oc2c1)NCc1ccc(F)cc1	-7	-1	-0.3	-1.4	-0.5	-2	6	-0.6	1.4	1	-0.2
CCc1cccc(NC(=O)c2snc3c(=O)[nH]cnc23)c1	-13	-2	0.8	-2.0	-1.7	-6	1	0.3	2.1	-4	-1.2
CC(=O)Nc1ccc(OCc2ccc3c(c2)OCO3)cc1	-2	5	3.8	5.0	12*	-4	0	0.7	5.7	3	-0.1
O=C(NC1CCCCC1)c1ccc(CNc2ccccc2)o1	-7	-2	-0.5	-1.1	-1.2	0	0	-0.7	-0.3	3	-1.7
CCOc1ccccc1N(CC(=O)Nc1ccc(S(=O)(=O)N2CCOCC2)cc1)S(=O)(=O)c1ccc(Cl)cc1	-8	-2	-0.2	-0.9	-0.9	23*	2	-0.6	2.1	4	-1.1
CC(C)CC(=O)OC1C(N2CCOCC2)c2c(ccc(/C=C/C(=O)N3CCOCC3)c2O)OC1(C)C (centres undefined)	-167	0	0.1	-2.3	3.4	-19	7	0.8	-0.3	9	-1.6

Reprinted at random: 2 entries already listed, in no set order.
SMILES	ADAM10 inh	SMARCA2 activ	DAX1 inh-1	hcDAF-12 act	hgDAF-12 ag	HGIII-sPLA2 inh	NPR1 activator	DAX1 inh-2	FXN GAA850 act	NPR2 activator	ssDAF12 agonist
NC(N)=NS(=O)(=O)c1ccc(NC(=S)NC(=O)c2ccc3c(c2)OCO3)cc1	-9	-4	2.8	-0.6	0.1	3	2	-0.1	2.1	5	-1.1
COC(=O)C1=NN(c2ccccc2)C2(S1)SC(C(C)=O)=C(C)N2c1ccccc1 (centres undefined)	-2	-3	1.2	-1.6	-1.5	5	-26	-0.2	-1.7	-12	-1.2

The results go on:
SMILES	ADAM10 inh	SMARCA2 activ	DAX1 inh-1	hcDAF-12 act	hgDAF-12 ag	HGIII-sPLA2 inh	NPR1 activator	DAX1 inh-2	FXN GAA850 act	NPR2 activator	ssDAF12 agonist
COc1ccc(CCc2nnc(NS(C)(=O)=O)s2)cc1	6	4	1.8	-0.9	0.1	-3	4	-0.5	1.5	-3	-1.0
CCC(Oc1ccccc1)C(=O)NC1CCCCCC1 (centres undefined)	0	-1	0.6	0.7	0.8	-1	5	-1.0	-0.4	-1	-1.5
COc1ccccc1CN1C[C@@H]2C[C@@H](c3cccc(C)c3)N3CCC[C@@]23C1=O	-3	-2	/	-0.2	1.2	0	-12	-0.2	2.7	-1	-0.8
COc1ccccc1-c1nnc(SCC(=O)N2CCCC2)o1	-12	3	2.6	6.7*	1.1	-4	4	0.7	0.7	1	1.4*
Cc1nnc(NC(=O)CSc2nnc(-c3ccco3)n2C(C)C)s1	-2	-1	-0.8	-0.4	-0.2	8	-6	0.1	0.2	4	-0.7
CCOC(=O)c1c2ccc(OCC(=O)N/N=C/c3ccc(Cl)cc3)cc2n2ccccc12	-52	-1	/	0.2	2.3	1	6	0.0	/	-2	-1.2
N#CCCN(Cc1ccncc1)C(=S)NC1CC2C=CC1C2 (centres undefined)	3	-5	/	-0.6	-2.0	-2	2	-0.5	2.6	3	-1.1
COc1ccc(NS(=O)(=O)c2cccc(C(=O)N/N=C/c3cn(-c4ccccc4)nc3-c3ccccc3)c2)cc1	-1	-4	2.1	-2.4	0.2	2	0	0.0	-1.6	2	-1.9
Cc1cccc(-n2c(O)c(C=Nc3ccc4c(c3)OCO4)c3ccccc3c2=O)n1	-49	-1	-0.7	-2.3	-1.8	7	-6	-0.8	-4.7	0	-0.5
Cc1cccc(N2N=C(C(=O)Nc3nc(C)cs3)CCC2=O)c1	-9	-1	1.4	4.0	0.1	-1	5	-0.2	0.4	2	-0.9
O=C(CSc1nc2ccsc2c(=O)n1Cc1ccc(C(=O)O)cc1)NCC1CCCO1 (centres undefined)	2	2	-0.3	-2.8	0.2	0	3	0.1	1.3	2	-1.1
CCOc1cc(NC(=S)NCCCN2CCOCC2)c(OCC)cc1NC(=O)C1CCCCC1	-14	-3	0.2	-2.2	-4.1	10	0	-0.7	0.9	0	-1.9
COC(=O)C(C(=O)Nc1ccccc1C)C1CCCCCC1 (centres undefined)	-1	-1	/	-1.2	0.5	-6	-1	0.0	1.3	1	-1.2
COc1cc(OC)cc(-c2sc3ccc(OC)cc3c2C#CC(C)(C)O)c1	-65	0	-0.5	1.2	1.1	-25	6	-0.8	4.0	-6	-0.9
O=C(Nc1ccnn1C1CCN(Cc2ccccn2)CC1)c1cccc(F)c1	-6	-2	0.2	-0.8	0.3	-2	0	0.3	1.1	1	-1.1
CCOCCOC(=O)COc1ccc2c(-c3ccccc3)cc(=O)oc2c1	-11	-1	0.1	1.1	-0.6	-5	52*	0.0	-0.5	7	-0.1
COc1ccc(CNC(=O)c2cn(Cc3ccccc3F)c(=O)s2)cc1	-9	-2	/	-1.6	-3.2	-2	-2	0.7	-0.5	-3	-1.6
O=C(Cn1ncc2c3ccccc3n(Cc3ccccc3F)c2c1=O)N1CCN(c2ccccn2)CC1	-8	-3	-0.4	0.6	-0.3	9	22	1.1	-2.9	41*	0.3
Fc1ccccc1/C=N/n1c(-c2cccnc2)n[nH]c1=S	-9	-2	0.9	0.6	-0.6	17	0	-0.1	0.1	1	-1.0
COc1ccc(C(=O)CSc2nnc(-c3n[nH]c4c3CCC4)n2N)cc1OC	0	5	/	-2.4	-9.6	-4	36	-0.8	/	44*	-1.2
COc1cccc(NC(=O)CNC(=O)c2ccccc2)c1	-8	-1	1.1	0.8	3.7	9	-11	0.2	2.6	-1	-0.5
CCOc1ccc(C(=O)O/N=C(\N)c2ccccn2)cc1	3	-7	-8.8	-6.3	-13	15	1	-1.4	-9.6	1	-3.1
CCOc1ccc(-n2c(N)c(-c3nc4ccccc4[nH]3)sc2=S)cc1	-12	1	-1.2	0.7	1.5	20*	-2	0.6	1.6	-1	-0.6
CCOc1ccccc1NC(=O)CC1Nc2cc(C)c(C)cc2NC1=O (centres undefined)	-46	0	-0.1	-3.0	0.3	-17	-3	0.5	1.1	-4	-0.9
CCCCN(C(=O)C(C)(C)Oc1ccc(Cl)cc1)c1c(N)n(CCC)c(=O)[nH]c1=O	-4	0	1.9	0.5	-0.9	-2	-22	-0.2	-1.1	-16	-1.1
O=P(Nc1ccccc1)(Nc1ccccc1)c1ccccc1	-12	-1	-0.3	-1.0	1.5	11	-9	0.1	0.1	-8	-1.2
O=C1CCc2ccc(NC(=O)C3CC3)cc2N1	3	-2	0.1	0.6	-1.7	-2	-5	-0.4	0.2	3	-2.0
N#Cc1ccc2[nH]c(CO)c(-c3ccccc3)c2c1	-30	-1	-0.3	2.2	-0.3	-8	-5	-0.5	-0.5	3	-1.1
CCCN(C(=O)C(=O)Nc1ccc2nc3n(c(=O)c2c1)CCCCC3)c1ccc(OCC)cc1	14	-2	-0.2	-2.6	-1.3	-11	5	-0.9	0.7	4	-1.6
CC1CN/C(=C\C(=O)c2ccc(Br)cc2)C(=O)N1 (centres undefined)	0	-2	-0.1	2.4	10*	7	45*	4.3*	-2.4	-4	-0.3

Screens deposited in PubChem by several laboratories.
